Assay outcomes from PubChem BioAssay.
F-actin modifier = alters cytoskeleton assembly in HUVEC cells; AID 836; 91,000 compounds, 0.18% hits; HUVEC TNFa F-actin phalloidin imaging, high content; inhibition, % at 2 µM;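 active = inhibition above the batch mean plus 3 SD and confirmed as a hit by visual image inspection, cut at about 30% in these data, passing the limit was not always enough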; note: strong numbers were not always called active
IL1B cytotox = toxic to HUVEC cells under IL-1B stimulation; HUVEC cell count loss, Hoechst imaging, IL-1B stimulated; cell count reduction, % at 2 µM; 94,000 compounds, 0.41% hits; AID 845;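 active = cell count reduction more than 3 SD above the screen-wide mean, cut at about 70% in these data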;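 note: normalized per plate to untreated control cells as the no-loss baseline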
Calb biofilm kill = kills Candida albicans biofilms. C. albicans biofilm + clotrimazole, Alamar Blue. 85,000 compounds, 0.14% hits. inhibition, % at 6 µM;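 active = inhibition above 20%; inactive = inhibition below 20%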;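 note: preformed 24 hr biofilms exposed to compound for 48 hr; 0% = biofilm without compound and 100% = blank killed by clotrimazole plus chlorhexidine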
VCAM1 TNFa inh = reduces TNF alpha induced VCAM1 expression in HUVEC. HUVEC TNFa-induced VCAM-1 immunofluorescence, high-content imaging. inhibition, % at 2 µM. 95,000 compounds, 0.48% hits. AID 802;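 active = inhibition above the batch mean plus 3 SD, with images confirmed as a hit by eye, cut at about 37% in these data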;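 note: 0% = TNF-stimulated DMSO wells and 100% = unstimulated control wells; not every result past the cut was called active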
Smad3 FoxH1 inh = inhibitors of human Smad3 transcription factor binding; P84022; TR-FRET Smad3/Dy647-FoxH1 peptide binding, europium anti-His; inhibition, % at 25 µM; 88,000 compounds, 0.29% hits;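 active = compounds that reduce the energy-transfer binding signal between the protein and its labelled peptide by more than half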;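 note: 0% = Smad3 plus labelled peptide maximal FRET and 100% = peptide-only background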
Target sequence (P84022 whole entry, looked up): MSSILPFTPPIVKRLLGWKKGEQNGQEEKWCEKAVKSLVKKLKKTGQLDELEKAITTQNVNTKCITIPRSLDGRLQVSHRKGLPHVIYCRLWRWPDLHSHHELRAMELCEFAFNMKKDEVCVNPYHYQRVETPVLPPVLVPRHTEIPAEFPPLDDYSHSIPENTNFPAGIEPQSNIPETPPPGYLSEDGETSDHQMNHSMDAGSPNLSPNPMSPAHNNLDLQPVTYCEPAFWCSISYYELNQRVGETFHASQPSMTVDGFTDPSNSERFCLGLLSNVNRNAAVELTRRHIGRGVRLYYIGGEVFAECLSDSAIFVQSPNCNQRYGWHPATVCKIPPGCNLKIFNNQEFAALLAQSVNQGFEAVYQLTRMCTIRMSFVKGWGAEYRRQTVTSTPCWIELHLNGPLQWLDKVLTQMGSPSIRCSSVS
DAT uptake mod = modulates human dopamine transporter uptake under cocaine; LLC-PK1 hDAT cells, [14C]-dopamine uptake with cocaine IC80; actives deviate in either direction; B-score at 10 µM; 110,000 compounds, 1.3% hits; AID 449768;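 active = Z score or B-score, a plate-position-corrected score, falls beyond the plate's 99.7% confidence bounds, in either direction; inactive = both scores lie inside the 99.7% bounds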;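 note: scored against the spread of the other compound wells on the same plate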
Target sequence (Q01959 whole entry, looked up): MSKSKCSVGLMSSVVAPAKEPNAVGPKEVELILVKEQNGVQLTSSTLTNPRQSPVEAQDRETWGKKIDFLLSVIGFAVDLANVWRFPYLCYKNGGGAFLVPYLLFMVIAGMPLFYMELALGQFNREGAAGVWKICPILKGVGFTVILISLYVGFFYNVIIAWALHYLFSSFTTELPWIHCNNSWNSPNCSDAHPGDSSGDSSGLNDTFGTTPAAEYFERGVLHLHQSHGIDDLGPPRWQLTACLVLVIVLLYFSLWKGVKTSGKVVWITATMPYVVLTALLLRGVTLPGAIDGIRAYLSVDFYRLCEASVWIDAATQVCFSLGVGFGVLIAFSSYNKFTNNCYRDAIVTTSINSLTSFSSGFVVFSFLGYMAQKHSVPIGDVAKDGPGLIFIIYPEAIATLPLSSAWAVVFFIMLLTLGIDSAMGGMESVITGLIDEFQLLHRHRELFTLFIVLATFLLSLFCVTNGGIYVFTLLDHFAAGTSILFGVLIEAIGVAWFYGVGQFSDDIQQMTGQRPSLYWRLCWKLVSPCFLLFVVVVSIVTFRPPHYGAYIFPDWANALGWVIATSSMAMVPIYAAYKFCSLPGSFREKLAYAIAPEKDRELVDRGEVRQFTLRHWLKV
MT1-MMP txn act = activates MT1-MMP transcription; HT1080 MT1-MMP promoter luciferase reporter, luminescence, overnight; stronger effect = higher value; activation factor at 10 µM; 86,000 compounds, 0.16% hits; AID 750;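 active = activation factor of at least 2 for MT1-MMP transcription at 10 µM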
LYP inh 2 = inhibitors of human LYP (PTPN22) phosphatase. inhibition, % at 2 µM. 96,000 compounds, 0.21% hits. recombinant LYP catalytic domain, DiFMUP fluorescence. Q9Y2R2;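 active = inhibition at 2 µM at or above a set limit, the screen mean plus 3 SD, cut at about 24% in these data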;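 note: 0% = DMSO with enzyme and 100% = enzyme fully blocked by orthovanadate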
TNFa cytotox = HUVEC cytotoxicity counter-screen, TNF alpha stimulated; cell count reduction, % at 2 µM; HUVEC TNFalpha-stimulated, Hoechst cell count, imaging; AID 848; 93,000 compounds, 0.17% hits;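 active = cell count reduction exceeding the screen mean by over 5 SD, scaled to untreated wells per plate, cut at about 78% in these data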;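 note: cells counted after 24 h of TNF alpha exposure following the 1 h pretreatment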
* marks the source's active call; other numbers are inactive results; . = not tested or not shown; ! = not confirmed by another sample; [ ] = remark or other dose. These rows are one share of the data (hit frequency here may not be typical).

nr	smiles	F-actin modifier	IL1B cytotox	Calb biofilm kill	VCAM1 TNFa inh	Smad3 FoxH1 inh	DAT uptake mod	MT1-MMP txn act	LYP inh 2	TNFa cytotox
1	COc1ccc(C(c2nnnn2Cc2ccccc2)N2CCN(C(=O)c3ccco3)CC2)cc1OC (stereo unspecified)	-3	-17	3	11	17	1.8	1.1	0	-20
2	Cc1ccc(S(=O)(=O)N2CCCN(S(=O)(=O)C3CCS(=O)(=O)C3)CC2)cc1 (stereo unspecified)	-35	-26	2	8	10	-0.88	1.1	-4	-8
3	Cc1cccc(NC(=O)C2CCN(c3nc(C)cc(C)n3)CC2)c1	.	.	2	.	7	-1.7	1.1	.	.
4	C=CCn1c(SCC(=O)NCCC2=CCCCC2)nc2ccc(Cl)cc2c1=O	3	-2	.	-3	.	-0.97	.	4	-5
5	COc1cccc2c(=O)cc(C)n(CC(=O)Nc3ccccc3C)c12	-17	-16	4	15	3	-0.031	.	15	10
6	CC(C)OC(=O)CSc1nnc(CNc2ccc(Cl)cc2)n1Cc1ccccc1	0	-12	-4	11	-12	0.6	.	2	-1
7	N#CC1=C(O)C(c2ccccc2)n2c1nc(=O)c1ccccc12 (stereo unspecified)	-6	-14	2	-12	9[fluorescence artefact?]	0.012	1.2	6	-10
8	COc1cc2nc(C3CCC3)n(NC(=O)COc3ccccc3)c(=O)c2cc1OC	.	.	7	.	4	-0.84	1.2	.	.
9	O=C(CSc1nnc(NC(=O)C2CCC2)s1)NC1CC1	3	-2	1	-6	12	-0.71	1	-7	-16
10	COc1ccc(Br)cc1CNC(=O)CCc1nc(-c2ccccc2F)no1	5	-24	10	20	10	-0.54	1.2	-1	-14
11	N#C/C(=C/c1ccc(N2CCCCC2)o1)c1cccc(F)c1	.	-7	6	23	-24	-0.0073	1.7	-12	-18
12	O=C(CCS(=O)(=O)Cc1ccccc1)N1CCN(Cc2ccccc2)CC1	8	-22	3	-6	10	0.38	1.1	-19	-5
13	COc1ccc(C(=O)N(Cc2nc(-c3ccc(C)cc3)no2)C(C)C)cc1OC	-9	-67	4	4	-7	1.7	1.1	2	-6
14	Cc1cccc(N(CC(=O)NCc2ccc3c(c2)OCO3)C(=O)CCC(=O)Nc2ccccn2)c1	-2	-18	.	-11	5	0.13	1.1	2	-14
15	COc1ccccc1-c1nc(-c2cccc(C)c2)no1	-9	21	-2	31	-8	-0.98	1	-12	5
16	CSc1ccc(C(=S)N2CCN(C(c3ccccc3)c3ccccc3)CC2)cc1	-10	12	6	16	0	0.16	1.2	-6	1
17	O=C(CN1C(=O)COc2ccccc21)NCCCN1CCN(Cc2ccccc2)CC1	1	-3	-4	10	5	-0.38	1.1	-10	-9
18	COc1ccc(N2CCN(C(=O)CC(NC(N)=O)c3cccc(Oc4ccccc4)c3)CC2)cc1 (stereo unspecified)	-4	7	-3	12	2	0.085	1.2	0	-30
19	Cc1nnsc1NC(=O)OCc1ccc(Cl)cc1Cl	-23	-68	.	11	.	-0.09	.	12	-41
20	N#C/C(=C\c1ccc(OCc2ccccc2)cc1)C(=O)Nc1nc2c(s1)CCN(Cc1ccccc1)C2	-6	11	0	7	-8	0.26	1.2	12	-28
21	COc1ccc(-c2cn(-c3ccc(C)cc3)c(=O)n2CC(=O)Nc2ccc(OC)c(OC)c2)cc1	.	16	-2	-4	13	1.3	.	5	-4
22	COC(=O)c1cc(Br)c(=O)n(CC(C)C)c1	-6	-9	6	2	4	-0.55	0.9	-4	-28
23	COc1ccc(Cn2nnnc2CN2CCc3ccccc32)cc1	-3	-12	0	-2	8	-0.077	1.2	-2	-26
24	COCCNC(=O)CSc1nnc2c(Cl)cc(Cl)cn12	9	4	10	17	2	0.17	1.2	-9	-11
25	CN(c1ccc(C(=O)Nc2ccccc2C(=O)N2CCCC2)cc1)S(C)(=O)=O	5	82*	6	-22	-7	-0.16	0.9	4	.

Whole records from above. Values in the order: F-actin modifier	IL1B cytotox	Calb biofilm kill	VCAM1 TNFa inh	Smad3 FoxH1 inh	DAT uptake mod	MT1-MMP txn act	LYP inh 2	TNFa cytotox
Record of O=C(CN1C(=O)COc2ccccc21)NCCCN1CCN(Cc2ccccc2)CC1 : 1	-3	-4	10	5	-0.38	1.1	-10	-9
Record of COC(=O)c1cc(Br)c(=O)n(CC(C)C)c1 : -6	-9	6	2	4	-0.55	0.9	-4	-28
Record of COc1ccc(-c2cn(-c3ccc(C)cc3)c(=O)n2CC(=O)Nc2ccc(OC)c(OC)c2)cc1 : .	16	-2	-4	13	1.3	.	5	-4

The list goes on.
nr	smiles	F-actin modifier	IL1B cytotox	Calb biofilm kill	VCAM1 TNFa inh	Smad3 FoxH1 inh	DAT uptake mod	MT1-MMP txn act	LYP inh 2	TNFa cytotox
26	CN1C(=O)NC(c2ccccc2)C2=C1CN(CCc1ccccc1)C2=O (stereo unspecified)	-1	4	2	4	4	-0.6	1.2	-2	14
27	O=C(CCCn1c(=O)c2ccccc2n(Cc2ccccc2)c1=O)NCc1ccco1	-10	27	8	15	-8	0.39	.	0	-18
28	Cc1cnc(C(=O)OCC(=O)NC2CCCC(C)C2C)cn1 (stereo unspecified)	-22	2	6	-1	9	-0.52	1.2	-1	-15
29	Cc1c(C)n(C)c2ccc(C(=O)NCc3cccs3)cc12	.	.	-13	.	8	1.1	1.1	.	.
30	O=C(CN1C(=O)C2CCCCN2C(=O)c2ccccc21)N1CCCc2ccccc21 (stereo unspecified)	13	-98	5	-20	2	1.3	1	6	-15
31	Cc1cc(C)n2nc(NCc3cccc(Br)c3)nc2n1	4	3	3	8	-4[fluorescence artefact?]	-0.023	1.4	5	-12
32	O=C(CSc1nnc(COc2cccc3cccnc23)o1)N1CCc2ccccc21	-12	-1	3	-22	-8	0.71	0.8	-4	15
33	CCOC(=O)c1ccc(N2C(=O)CC(N3CCC(O)(c4ccc(Cl)cc4)CC3)C2=O)cc1 (stereo unspecified)	-1	-9	3	11	10	0.09	1.1	-9	3
34	C=CCSc1nnc2n(CCc3ccccc3)c(=O)c3c4c(sc3n12)COC(C)(C)C4	7	-43	8	8	8	-1.2	1	2	-27
35	O=c1oc2cc(O)ccc2c2c1CCCC2	6	-43	6	-9	11	-0.99	1	-6	-5
36	COc1ccc(-c2cc3nc(C)cc(N4CC(C)CC(C)C4)n3n2)cc1 (stereo unspecified)	-18	-12	6	2	7	0.11	1	3	-30
37	C/C(=C\C(=O)c1ccncc1)Nc1ccccc1O	13	2	2	-2	-21[fluorescence artefact?]	0.79	1.1	-3	-32
38	COc1ccc(N2CSC3=C(C#N)C(c4cc(OC)ccc4OC)CC(=O)N3C2)c(OC)c1 (stereo unspecified)	10	-7	11	19	34	-0.0016	.	-1	-12
39	CCn1c(SCC(=O)Nc2ccccc2)nnc1-c1ccc(S(=O)(=O)N2CCOCC2)cc1	-17	-14	-2	-10	-5	1.7	1	-8	-29
40	COCC(=O)NCCSc1c(C)[nH]c2ccccc12	-16	-3	5	10	1	-0.12	.	4	-8
41	Cc1cccc(Nc2nn3c(=O)c4ccccc4nc3s2)c1	-53	-27	-2	6	-18[fluorescence artefact?]	-0.91	1.6	15	-16
42	CCOC(=O)c1[nH]c2ccc(F)cc2c1NC(=O)c1cc(OC)c(OC)c(OC)c1	1	-13	6	9	0	-0.27	1.2	-9	-22
43	O=C1c2ccccc2C(Nc2ccc(-c3nc4ccccc4[nH]3)cc2)N1Cc1ccco1 (stereo unspecified)	-8	18	15	8	3	1.8	1.2	-5	-6
44	CC(=O)NC1C(=O)N=C(SCC(=O)NC(C)c2ccccc2)NC1=O (stereo unspecified)	-1	14	.	3	.	.	1.1	-7	-1
45	CCN(C(=O)c1cnc(N2CCN(c3ncccn3)CC2)c2ccccc12)c1cccc(Cl)c1	.	-28	2	-9	-5	2.2*!	1.2	1	-25
46	Cc1cc2n(n1)C(c1sccc1C)Nc1ccccc1-2 (stereo unspecified)	47	1	12	-3	0	-0.13	1	4	-11
47	CS(=O)(=O)N(CC(=O)NCCSCc1cccc(Cl)c1)c1ccc2c(c1)OCO2	-24	2	7	10	6	0.0093	1.2	6	-14
48	CCN(CC)CCN1C(=O)C(=O)/C(=C(/O)c2ccncc2)C1c1ccccc1 (stereo unspecified)	.	.	5	.	-2	-0.29	1	-7	.
49	CCCCN1C2=NCCCN2c2cc(C)c(C)cc21	-25	-27	.	4	.	.	1.1	-6	-22
50	CCNC(=O)NC(=O)C(C)Sc1nnc(COc2ccccc2Cl)o1 (stereo unspecified)	-11	-31	6	-4	-1	-0.81	.	-2	-10

4 of the compounds above, with two lines to a compound.
Value order – F-actin modifier, IL1B cytotox, Calb biofilm kill, VCAM1 TNFa inh, Smad3 FoxH1 inh, DAT uptake mod, MT1-MMP txn act, LYP inh 2, TNFa cytotox
(34) C=CCSc1nnc2n(CCc3ccccc3)c(=O)c3c4c(sc3n12)COC(C)(C)C4
    7, -43, 8, 8, 8, -1.2, 1, 2, -27
(35) O=c1oc2cc(O)ccc2c2c1CCCC2
    6, -43, 6, -9, 11, -0.99, 1, -6, -5
(36) COc1ccc(-c2cc3nc(C)cc(N4CC(C)CC(C)C4)n3n2)cc1 (stereo unspecified)
    -18, -12, 6, 2, 7, 0.11, 1, 3, -30
(37) C/C(=C\C(=O)c1ccncc1)Nc1ccccc1O
    13, 2, 2, -2, -21[fluorescence artefact?], 0.79, 1.1, -3, -32

(continued)
nr	smiles	F-actin modifier	IL1B cytotox	Calb biofilm kill	VCAM1 TNFa inh	Smad3 FoxH1 inh	DAT uptake mod	MT1-MMP txn act	LYP inh 2	TNFa cytotox
51	COCCn1nc2cc(C(=O)NCC34CC5CC(CC(C5)C3)C4)ccc2c1OC	19	-3	.	10	.	0.39	.	2	-6
52	Cc1cc(=O)cc(C)n1-c1ccc2c(c1)nc(C)n2-c1ccccc1	.	.	6	.	-1	0.38	1	.	.
53	COc1ccc(S(=O)(=O)N(CCc2ccccc2)CC(=O)NC(C)C)cc1	13	-55	2	8	4	-0.08	1.3	-1	-37
54	CCOC(=O)CNC(=O)CSc1nc2cccnc2n1C	.	.	8	.	-3	-1.2	1	.	.
55	CCOC(=O)C1CCCN(C(=O)c2cc(Nc3ccc(OC)c(OC)c3)nc3ccccc23)C1 (stereo unspecified)	25	-36	6	-50	2	0.19	1.4	6	-96
56	Cc1cc(=O)[nH]c(SCC2(O)C3CC4CC(C3)CC2C4)n1 (stereo unspecified)	-19	-10	2	6	-2	-1.5	1.1	-2	-22
57	CN(C)C(=O)C(=O)c1cccn1-c1ccccc1C#N	-8	11	0	5	-4	0.18	1.4	12	11
58	Cc1nc(N2CCN(C)CC2)c2c(C)c(C(=O)Nc3ccc(F)cc3)sc2n1	4	0	12	-2	0	0.69	.	-6	11
59	O=C(CNc1ccc(Br)cc1)c1ccccc1	-12	-3	.	4	.	0.48	.	9	-20
60	COCCCn1c(=O)c2ccccc2c2ccccc2c1=O	.	-92	-3	-5	1	-0.27	1.1	9	-23
61	COc1ccccc1C(=O)Nc1c(C)n(C)n(-c2ccccc2)c1=O	-35	-6	7	-7	-10	0.69	1.1	3	-2
62	CCCCCC(/C=N/Nc1ccc(S(=O)(=O)N2CCOCC2)cc1[N+](=O)[O-])=C\c1ccccc1	-3	-17	.	18	.	1.6	.	6	-7
63	COC(=O)c1ccc(Sc2nnnn2-c2ccccc2)c([N+](=O)[O-])c1	-24	36	.	11	.	-0.8	.	-5	-1
64	O=C(CSc1nnc(-c2ccccc2)n1-c1ccccc1)N1c2ccccc2Sc2ccccc21	10	-8	.	-3	.	.	.	4	-7

Entries listed so far shown as hits in DAT uptake mod:
# | smiles | F-actin modifier | VCAM1 TNFa inh | Smad3 FoxH1 inh | DAT uptake mod | MT1-MMP txn act | LYP inh 2
45 | CCN(C(=O)c1cnc(N2CCN(c3ncccn3)CC2)c2ccccc12)c1cccc(Cl)c1 | . | -9 | -5 | 2.2*! | 1.2 | 1
